Assay outcomes deposited in PubChem by several laboratories.
CHT block – inhibitors of human choline transporter CHT | Q9GZV3 | CHT-expressing cells, membrane potential dye, choline response; active compounds read low | B-score at 10 µM | actives 0.86% (n = 310,000);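 active = B-score over 3 SD under the library average, and starting fluorescence ratio not unusually high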;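 also: choline stimulus applied at its EC90 after an EC20 pre-addition; B-score computed on integrated fluorescence ratio after choline addition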
CHT PAM – human CHT allosteric activation; AID 488977; actives 0.49% (n = 310,000); B-score at 10 µM; Q9GZV3; CHT-expressing cells, membrane potential dye, choline EC20; active compounds read high; LV-AA mutant CHT in HEK293 cells;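 active = initial fluorescence not abnormally high and integrated response B-score, plate-corrected, over 3 SD above library mean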
STK33 inh – human STK33 kinase inhibition | Q9BYT3 | purified STK33, MBP phosphorylation, ADP-Glo luminescence | inhibition, % at 10 µM | actives 0.073% (n = 320,000);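 active = inhibition at or above 25%, using the most active replicate where run in duplicate; inactive = inhibition below 25%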
Target sequence (Q9BYT3 whole entry, looked up): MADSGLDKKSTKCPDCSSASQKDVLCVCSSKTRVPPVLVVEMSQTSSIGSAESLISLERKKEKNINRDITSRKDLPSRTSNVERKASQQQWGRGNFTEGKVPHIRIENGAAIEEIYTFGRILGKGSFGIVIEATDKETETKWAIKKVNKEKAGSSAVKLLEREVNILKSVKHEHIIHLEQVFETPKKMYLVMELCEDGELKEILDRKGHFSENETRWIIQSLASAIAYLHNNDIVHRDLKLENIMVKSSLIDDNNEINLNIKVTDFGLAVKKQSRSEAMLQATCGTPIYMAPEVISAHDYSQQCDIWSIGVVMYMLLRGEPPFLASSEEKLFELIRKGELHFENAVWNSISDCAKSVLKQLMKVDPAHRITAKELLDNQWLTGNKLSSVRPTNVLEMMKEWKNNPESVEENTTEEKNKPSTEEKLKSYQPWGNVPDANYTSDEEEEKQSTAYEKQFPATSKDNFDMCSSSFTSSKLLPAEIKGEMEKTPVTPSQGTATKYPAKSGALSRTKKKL
Numbers without * were called inactive; i = inactive; x = no result given. Rows were taken by chance. Share with any hit: about 1.5%.

Each structure is followed by: CHT block	CHT PAM	STK33 inh
CC(C)c1csc(CN2CCC(CCC(=O)NCC3CCCO3)CC2)n1 (stereo not given)
 : i	i	-0.4
CC(c1ccon1)N(C)Cc1cn[nH]c1-c1ccc(-c2ccccc2)cc1 (stereo not given)
 : i	i	-0.5
Cc1onc(-c2ccccc2)c1C(=O)N1CCN(S(=O)(=O)c2ccccc2Br)CC1
 : i	i	-2.8
CCOC(=O)/C=C/C(=O)OCC(=O)Nc1ccc(Cl)cc1Cl
 : i	i	-2.0
COc1cc(-c2nnc3sc(C4CCCCC4)nn23)cc(OC)c1OC
 : i	i	-1.0
O=C(NCCCN1CCCC1=O)c1sc2ccccc2c1Cl
 : i	i	1.2
Cc1nc(S/C(=C/c2ccc(-c3cccc(Cl)c3)o2)C(=O)O)n[nH]1
 : i	i	-1.4
COc1ccc(S(=O)(=O)NCc2cccnc2)cc1C
 : i	i	0.6
CNCc1cc2ccc(C)cc2[nH]c1=O
 : i	i	0.8
CCOc1ccc(CCNC(=O)COC(=O)c2ccc3c(c2)OCCO3)cc1OCC
 : i	i	-1.9
c1cc(C(c2nnnn2C2CCCCC2)N2CCN3CCCC3C2)ccn1 (stereo not given)
 : i	i	-1.4
COc1cccc2cc(C(C)=O)oc12
 : i	i	-0.4
O=C(NNC(=O)C1CCCN(S(=O)(=O)c2cccc(F)c2)C1)C1CC1 (stereo not given)
 : i	i	-1.2
COc1cccc(C(=O)N/N=c2\sc3ccccc3n2C)c1
 : i	i	-0.5
COc1ccc(C(=O)CN2Cc3ccccc3C2=N)cc1
 : i	i	0.5
COC(=O)c1ccccc1NC(=O)CN1C(=O)CSC1=O
 : i	i	0.6
NC(=O)c1cc(S(=O)(=O)N2CCOCC2)cs1
 : i	i	-1.0
CCOC(=O)CNc1nc(Cl)nc(Nc2ccc(Cl)cc2)n1
 : i	i	0.2
CC(C)n1cc(C(=O)N2CCCC(N3CCN(c4cccc(Cl)c4)CC3)C2)cn1 (stereo not given)
 : i	i	-1.1
Cc1cc2oc(=O)cc(CN3CCCCC3)c2cc1C
 : i	i	-0.2
c1ccc(-c2cn3c4c(sc3n2)CCCC4)cc1
 : i	i	1.9
CCc1ccc2c(CN3CCc4ccccc43)cc(=O)oc2c1
 : i	i	-1.8
CCN(CC)CCCNC(=O)c1c(O)c2c([nH]c1=O)CCCC2
 : i	i	0.0
COc1ccc(/C=C(\NC(=O)c2ccc(Cl)cc2)C(=O)NCCCN2CCOCC2)cc1OC
 : i	i	0.3
CC(C)(O)P(=O)(O)CCc1ccccc1
 : i	i	-1.1
CNc1c(NS(=O)(=O)c2ccc(Br)cc2)c(=O)oc2ccccc12
 : i	i	-0.3
CC(C)C(=O)N1CCC(c2nc(-c3ccc(S(=O)(=O)N4CCN(C)CC4)cc3)no2)CC1
 : i	i	0.4
O=C(OCCN1C(=O)c2ccccc2C1=O)c1cc(=O)[nH]c2ccccc12
 : i	i	-1.7
CCOc1ccccc1N1CCN(C(=O)c2cc3c(s2)CCC3)CC1
 : i	i	-0.6
O=C(Nc1nc(-c2ccccc2)cs1)c1ccc2c(c1)S(=O)(=O)c1ccccc1C2=O
 : i	i	0.1
Cc1ccc(C(=O)Nc2ccccc2Oc2ccccc2)o1
 : i	i	0.8
Cc1ccc(C)c(CN2CCC(CNC(=O)CCc3nnc4ccc(N5CCCCC5)nn34)CC2)c1
 : i	i	-1.9
Cc1ccc(NC(=O)N2CCCC2C(=O)NCc2ccc(Cl)cc2)cc1 (stereo not given)
 : i	i	0.5
CCc1ccccc1NS(=O)(=O)c1ccc2[nH]cc(C(=O)NC3CCCC3)c(=O)c2c1
 : i	i	x
COc1cc(NS(=O)(=O)c2ccc(Br)s2)cc(OC)c1
 : i	i	-1.4
COC(=O)CCC(=O)N1CCCC(C(=O)c2ccc(Cl)cc2C)C1 (stereo not given)
 : i	i	0.2
O=C(CNc1ccccc1)Nc1cccc2ccccc12
 : i	i	0.0
CCC(c1nnnn1CCOC)N(Cc1cc2cc(C)c(C)cc2[nH]c1=O)CC1CCCO1 (stereo not given)
 : i	i	0.5
COc1nc(C)nc2c1sc1nc3c(cc12)COC(C)(C)C3
 : i	i	-1.1
Cc1cc(C)n(-c2nc3ccccc3c(=O)n2OCC(N)=O)n1
 : i	i	-1.2
Cc1ccc(-n2c(SCC(=O)Nc3ncc(Cl)cc3Cl)nc3ccccc32)cc1
 : i	i	-1.3
O=C(NCc1cccnc1)c1cn(-c2ccccc2)nc1-c1ccccc1
 : i	i	-0.9
COc1cccc(C(=O)CC(C#N)c2ccc(F)cc2)c1 (stereo not given)
 : i	i	-2.0
CCOc1ccc(N2CC(C(=O)Nc3ccncc3)CC2=O)cc1 (stereo not given)
 : i	i	-1.2
COC(=O)c1ccccc1NC(=O)NC1CCCCC1
 : i	i	-2.3
Cc1cc(C)cc(OC(C)C(=O)NCCCn2ccnc2)c1 (stereo not given)
 : i	i	-0.2
Cc1ccc(N(C)S(=O)(=O)c2cccc(C(=O)NC3=NCCS3)c2)cc1
 : i	i	-0.9
CN1CCc2c(OCC(=O)N3CCC(Cc4ccccc4)CC3)cccc2C1=O
 : i	i	0.6
Cc1ccn(S(=O)(=O)c2ccc(N3CCCC3=O)cc2)n1
 : i	i	-1.3
COc1ccc(-c2nc3ccccc3n2CCC(C)C)cc1OC
 : i	i	-0.6
Cc1cccc2cc(COC(=O)c3ccccc3)c(=O)[nH]c12
 : i	i	-1.0
O=S(=O)(c1ccc(Cl)cc1)c1cnc(-c2cccnc2)nc1-c1ccccc1
 : i	i	-0.9
Cc1ccc(C(=O)N2CCCC(Nc3ccc(F)c(F)c3)C2)cn1 (stereo not given)
 : i	i	-0.6
CC(=O)N(O)CCCCCNC(=O)CCC(=O)N(O)CCCCCNC(=O)CCC(=O)N(O)CCCCCN
 : i	i	-0.1
CC(Sc1nc2ccccc2c(=O)n1Cc1ccco1)C(=O)c1ccccc1 (stereo not given)
 : i	7.8*	-1.4
Cc1cc(C)c2nc(SCC(=O)NCCC3=CCCCC3)cc(C)c2c1
 : i	i	1.3
COc1ccc(C(C)=O)cc1CSc1nnc(Nc2ccc(C)cc2C)s1
 : i	i	0.8
Cc1cc(C)nc(NS(=O)(=O)c2ccc(NC(=O)Cc3ccc(F)cc3)cc2)n1
 : i	i	-1.8
COC(=O)c1cc(C#N)c(N2CCOCC2)nc1C
 : i	i	0.7
C/C(N)=C(/C#N)C(=O)CSc1nc2ccccc2c(=O)n1CCCO
 : i	i	0.6

Next structures.
Each structure is followed by: CHT block	CHT PAM	STK33 inh
C/C(=N\NC(=S)Nc1ccccc1C)c1ccc(O)cc1
 : i	i	-1.6
CC(CCc1ccccc1)NC(=O)C1CCN(S(=O)(=O)c2ccc(F)cc2)CC1 (stereo not given)
 : i	i	-0.6
O=C(Nc1ccccc1)N(Cc1ccccc1)CC(O)C(F)(F)F (stereo not given)
 : i	i	0.6
CCn1cc(C(=O)N[C@H](C(=O)NCCN2CCOCC2)C(C)C)c(=O)c2cc3c(cc21)OCO3
 : i	i	-0.2
CCOC(=O)CN1CCS(=O)(=O)CC1
 : i	i	-2.5
O=C(NCCCN1CCOCC1)c1cccnc1
 : i	i	-1.3
COC(=O)c1scc(C)c1N/N=C(\C)c1cc(F)c(Cl)cc1F
 : i	i	-0.3
COc1ccc(-c2ccc(SC)nn2)cc1
 : i	i	14
Cc1ccc(OCC(=O)NNC(=O)C(=O)N2CCCC2)c(C)c1
 : i	i	-2.7
Cc1nc2ccccc2c2oc(C(=O)NCCCN3CCCC(C)C3)cc12 (stereo not given)
 : i	i	-0.8
CCn1c(CNc2ccc(C)cc2C)nnc1SCC(=O)N1CCCc2ccccc21
 : i	i	x
CCN1CCN(c2ccc(S(=O)(=O)N3CCCCC3)cc2NC(=O)Cc2ccccc2)CC1
 : i	i	-0.9
Cc1ccc(S(=O)(=O)N2CC(C(=O)O)=CC[C@H]2c2ccc3c(c2)OCO3)cc1
 : i	i	-2.5
COc1ccc(/C=N\NC(=O)CC(=O)Nc2cccc(Cl)c2)cc1OC
 : i	i	-0.4
CCn1nc(NC(=O)c2ccccn2)c2cc3cc(C)ccc3nc21
 : i	i	0.8
Cc1ccc(-c2nnc(-n3ncc(C#N)c3N)c3ccccc23)cc1C
 : i	i	-1.5
Cc1ccc2[nH]c(=O)c(COC(=O)C3CCCO3)cc2c1 (stereo not given)
 : i	i	-0.7
COc1ccc(CCNC(=O)COc2ccc(S(=O)(=O)NC(C)C)cc2Cl)cc1OC
 : i	i	-0.3
COC(=O)C1=C(C)NC(C)=C(C(=O)OC)C1/C=C/c1ccccc1
 : i	i	-1.7
Cc1nc(-c2cc(C#N)c(Sc3ccc(Cl)cc3Cl)nc2C)cs1
 : i	i	0.9
Nc1nc(-c2ccc(Cl)cc2)c(S(=O)(=O)c2ccccc2)s1
 : i	i	0.7
COc1cc(C)nc(Oc2ccc(OCc3ccccc3)nn2)n1
 : i	i	-0.5
O=C(NCCN1CCOCC1)c1c(O)nc2ccccn2c1=O
 : i	i	1.4
COc1ccc(S(=O)(=O)N2CCN(C(=O)c3cc(-c4ccc(Br)cc4)n[nH]3)CC2)cc1OC
 : i	i	0.8
Cc1ccc(NC(=O)Cn2c([N+](=O)[O-])cnc2C)cc1
 : i	i	-1.3
N#C/C(=C/c1ccc([N+](=O)[O-])cc1)C(=O)Nc1ccccc1O
 : i	i	-1.9
Fc1ccccc1-c1ccc(/C=N/Nc2nc3ccccc3[nH]2)o1
 : i	i	-2.0
COC(=O)C1=C(C)N2C(=O)CSC2=NC1c1ccc2c(c1)OCO2 (stereo not given)
 : i	i	-2.2
O=C(Nc1ccccc1NC(=O)c1c(F)cccc1F)c1c(F)cccc1F
 : i	i	-0.5
Cc1ccc(NC(=O)C(C)NS(=O)(=O)c2ccc(F)cc2)cc1C (stereo not given)
 : i	i	0.8
COc1cccc(C2=NNC(=NCc3ccccc3)SC2)c1
 : i	i	-0.9
COCCCNC(=O)/C=C1\Sc2ccccc2N(Cc2ccccc2F)C1=O
 : i	i	-0.4
COc1cccc(-c2nc(NCC3CCCO3)c3ccccc3n2)c1O (stereo not given)
 : i	i	-1.4
O=C1c2ccccc2C(=O)c2c1ccc1c(=O)n(-c3ccccc3)[nH]c21
 : i	i	x
CCN(C(=O)COC(=O)/C=C/c1c(C)nn(Cc2ccc(C)cc2)c1C)C1CCS(=O)(=O)C1 (stereo not given)
 : i	i	-0.8
CC(=O)CC1(O)C(=O)N(CN2CCN(c3ccccc3)CC2)c2ccccc21 (stereo not given)
 : i	i	1.0
CCN(CC)C(=O)CSc1nnc(-c2cc(OC)cc(OC)c2)o1
 : i	i	-0.2
COc1ccc(Cc2nnc(NC(=O)c3ccco3)s2)cc1OC
 : i	i	0.3
CCOc1ccccc1N(CC(=O)NC1CCCC1)S(=O)(=O)c1ccc(C)cc1
 : i	i	6.8
CCOc1ccc(NS(=O)(=O)c2ccc(N)cc2)cc1
 : i	i	-1.1
O=C(NCc1ccc(Cl)cc1)c1cccc2c1C(=O)N(CC1CCCO1)C2 (stereo not given)
 : i	i	-1.1
CC(C)=C1Cc2ccccc2C1=O
 : i	i	-0.4
CCC1CCCCN1C(=O)c1cc(-c2ccc(Cl)c(Cl)c2)on1 (stereo not given)
 : i	i	-3.3
CN(Cc1cccc(C(F)(F)F)c1)Cc1nc(-c2cnccn2)no1
 : i	i	0.4
CCOc1ccc(C2/C(=C(/O)c3ccc4c(c3)CC(C)O4)C(=O)C(=O)N2CC2CCCO2)cc1 (stereo not given)
 : i	i	-0.6
CN1CCN(c2ccc(NC(=O)c3ccc(Cl)cc3Cl)cc2)CC1
 : -6.4*	i	-0.3
Cc1nc(NC(=O)CN2CCN(c3cccc(Cl)c3)CC2)sc1C(=O)N(C)C
 : i	i	-1.0
Cc1cn(C2OC(COC(=O)c3ccccc3)C(O)C2Cl)c(=O)[nH]c1=O (stereo not given)
 : i	i	3.2
COc1ccc(Br)cc1C1NC(=O)NC(C)=C1C(=O)N(C)C (stereo not given)
 : i	i	-2.1
COCCNC(=S)N1CCC(C(=O)c2ccc3c(c2)OCCO3)CC1
 : i	i	x
CCNC(=O)C12CCC(C)(C(=O)C1Br)C2(C)C (stereo not given)
 : i	i	0.4
COc1ccnc(Oc2ccccc2)c1-c1ncn[nH]1
 : i	i	0.8
CCn1nc(C)c(/C=C2\CCCC3=C2OC(N)=C(C#N)C3c2c(C)nn(CC)c2C)c1C (stereo not given)
 : i	i	-0.6
NC(=O)c1nsc(C(=O)N(CC(=O)NC2CCCCC2)c2ccc(Cl)cc2)c1N
 : i	i	0.2
CCn1c(CCNC(=O)c2ccc(OC)cc2)nnc1SCc1ccc(Cl)c(Cl)c1
 : i	i	0.4
